# Screening data (PubChem)
# M17LAP inhibition = P. falciparum M17LAP inhibitors, primary screen, biochemical, fluorogenic H-Leu-NHMec substrate, 1536-well (AID 1619); Leucine aminopeptidase (Plasmodium falciparum (isolate 3D7)); recombinant M17LAP, H-Leu-NHMec fluorogenic kinetic assay; higher % means a stronger effect; inhibition, % at 30 µM; hits with a dose series show IC50 in µM; hit rate 0.38% among 220,000;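 active means compound inhibiting the enzyme by more than half at any dose during confirmatory dose-response retesting; inconclusive means strong single-dose inhibitors picked by rank but not retested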;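 further: plate controls were full reaction with DMSO carrier for no effect and no enzyme background for full effect; strong numbers were not always called active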
# Myeloid diff MLP = induction of myeloid progenitor differentiation, primary screen, cell-based, flow cytometry, MLPCN library; ER-HoxA9 myeloid progenitors, lysozyme-GFP differentiation; calls only at 10 µM; hit rate 1% among 360,000; AID 624256, 2012;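 active means normalized GFP-positive differentiation at or above the plate's own cutoff, the solvent-only control mean plus 3 SD; inconclusive means no clear call, values can overlap the other calls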;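 further: cells exposed to compound for four days before flow analysis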
# human PMI inhibitors = human PMI inhibitors, high substrate, primary screen, biochemical, fluorescence intensity, high mannose 6-phosphate (AID 1220). recombinant PMI enzyme, coupled fluorescence intensity; higher % means a stronger effect. inhibition, % at 20 µM, or IC50 in µM where a hit was titrated. hit rate 0.66% among 190,000
# CSM14.1 death rescue = rescue of cells from ER stress-induced death, primary screen, 384-well, CSM14.1, thapsigargin, ATP luminescence (AID 1222); one-dose cellular ATP content (survival), % at 20 µM; EC50 in µM for titrated hits; 190,000 tested, under 10 active; CSM14.1 thapsigargin-induced death rescue, ATP luminescence; higher % means a stronger effect;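 active means EC50 below 50 µM in the dose-response confirmation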;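 further: death triggered by thapsigargin at about 15 µM added after 2 h compound pretreatment; cell ATP read after overnight thapsigargin exposure of roughly 18 to 22 hours; normalized against plate controls of thapsigargin alone and 5% DMSO vehicle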
# LYP phosphatase = inhibitors of LYP phosphatase, biochemical, fluorescence intensity, uHTS (AID 1779). Tyrosine-protein phosphatase non-receptor type 22 (Homo sapiens). recombinant LYP phosphatase, fluorescence intensity; higher % means a stronger effect. one-dose inhibition, % at 11.5 µM; IC50 in µM for titrated hits. hit rate 0.054% among 290,000;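 further: plate controls were vehicle with enzyme for no effect and no enzyme for full effect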
# TNAP activation fold = human TNAP enzyme activators, primary screen, biochemical, luminescent, no phosphate acceptor, uHTS (AID 1001). Alkaline phosphatase, tissue-nonspecific isozyme (Homo sapiens). purified TNAP, luminescent activation assay, no phosphate acceptor; higher activation fold means a stronger effect. one-dose activation fold at 20 µM; EC50 in µM for titrated hits. hit rate 0.03% among 200,000; in the data active means activation fold from about 3, or a potency from the dose series; inactive means the rest, 99 in 100 with activation fold below about 1.6; further: many of its hits are not listed in these tables
# XIAP antagonists = XIAP antagonists, biochemical, IAP family, fluorescence polarization (AID 1018); one-dose displacement, % at 20 µM; IC50 in µM for titrated hits; XIAP BIR domain, fluorescence polarization peptide displacement; higher % means a stronger effect; E3 ubiquitin-protein ligase XIAP (Homo sapiens); hit rate 0.007% among 200,000; in the data active means displacement above about 50%; further: a part of the inactive calls stands beside numbers as strong as those of hits
# M1AAP inhibition = P. falciparum M1AAP inhibitors, biochemical, fluorogenic H-Leu-NHMec substrate, 1536-well (AID 1445); Aminopeptidase N (Plasmodium falciparum (isolate 3D7)); recombinant M1AAP, H-Leu-NHMec fluorogenic kinetic assay; higher % means a stronger effect; inhibition, % at 30 µM; hits with a dose series show IC50 in µM; hit rate 0.42% among 220,000;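 active means primary inhibition above the hit cutoff, then over 50% inhibition at one or more dose response concentrations, cut at about 23% in these data, passing the limit was not always enough; inconclusive means conflicting primary data, or primary hits not chosen for dose response; inactive means low primary inhibition, or under 50% at every dose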;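 further: plate controls were DMSO full reaction for no effect and no enzyme background for full effect; strong numbers were not always called active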
# PMI inhibitors = inhibitors of human PMI, primary screen, biochemical, fluorescence intensity, coupled assay (AID 1209) | Mannose-6-phosphate isomerase (Homo sapiens) | hit rate 0.42% among 190,000 | purified PMI enzyme, coupled fluorescence intensity; higher % means a stronger effect | one-dose inhibition, % at 20 µM; IC50 in µM for titrated hits;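 further: plate controls were DMSO vehicle for no effect and wells lacking substrate for full effect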
# Myeloid diff MLP GFP+ MAC1+ % = further read-out of Myeloid diff MLP, marked with its call; GFP+ MAC1+ double positive, %; measured here: differentiation confirmed by MAC1 staining
# Active calls of the source: *; i = inactive; u = inconclusive; x = not tested or not shown. Unless noted, no stated cut-off is given here; in the data, active means inhibition above about 50%; inactive means the rest.
# Screens in order – XIAP antagonists | M1AAP inhibition | LYP phosphatase | human PMI inhibitors | PMI inhibitors | Myeloid diff MLP GFP+ MAC1+ % | Myeloid diff MLP | CSM14.1 death rescue | M17LAP inhibition | TNAP activation fold
CCC(=O)Nc1c(-c2cccs2)c(=O)c2ccccc2n1C
 : -4.7% | 10% | -1% | 3% | 10% | 0.7 | i | -2.2% | 1% | 1
Cc1ccc(OCCSc2ncnc3nc[nH]c23)cc1
 : -3.9% | 0% | -6% | 6% | 7% | 0.9 | i | 0.4% | -15% | 1.1
Cc1cccc2cc3c(N)c(C(=O)Nc4ccc(N5CCOCC5)cc4)sc3nc12
 : -7.7% | 6% | 1% | 22% | 29% | 7.2 | i | -2.2% | -2% | 0.9
CCn1cc(S(=O)(=O)CC(=O)Nc2ccc(OC)cc2)c2ccccc21
 : -4.5% | -2% | -11% | 13% | 17% | 2.4 | i | x | -2% | 1
Cc1ccc(-n2cccc2/C=C2\C(=N)N3N=C(C(C)C)SC3=NC2=O)cc1
 : -11% | 2% | 9% | 11% | 10% | 0.2 | i | x | 18% | 1
CCN(CC)S(=O)(=O)c1ccc2nnn(OCC(=O)Nc3cccc(C#N)c3)c2c1
 : -6.5% | 6% | 2% | -3% | 5% | 1.1 | i | -1.2% | 2% | 1
CCN(CC)CCN(C(=O)c1ccc2c(c1)CCCC2)c1nc2ccc(F)cc2s1
 : -11% | -5% | -6% | 0% | -8% | 0.6 | i | -1.8% | -5% | 1.1
Clc1ccccc1Cc1noc(CN2CCN(Cc3ccccn3)CC2)n1
 : -1.4% | 1% | -4% | -7% | -5% | 0.1 | i | -0.5% | -4% | 1
OC(CNCC1(N2CCCCC2)CCCCC1)COc1ccc(Cl)cc1Cl (stereo not drawn)
 : -2.8% | -1% | -3% | 16% | 11% | 0.9 | i | 0.4% | 0% | 1.1
O=C(/C=C/c1ccc(F)cc1)N1CCN(S(=O)(=O)/C=C/c2ccccc2)CC1
 : -3.5% | 3% | 0% | -8% | -6% | 0.4 | i | -2.0% | 0% | 1.1
COCCNS(=O)(=O)c1cc(Br)ccc1OC
 : -4.3% | -1% | -6% | -1% | 5% | 1.7 | i | -1.0% | 8% | 1.1
Cc1ccc(NC2=C(Cl)C(=O)OC2OC(C)C)c(C)c1 (stereo not drawn)
 : -6.4% | 0% | 0% | -1% | 5% | 0.5 | i | -2.0% | -2% | 1.2
Cc1[nH]nc2c1C(c1cc(Br)cs1)C(C#N)=C(N)O2 (stereo not drawn)
 : -6.5% | 4% | -5% | -2% | -6% | 1.0 | i | -2.7% | 23% | 0.9
N#Cc1ccc(N2C(=O)[C@@H]3C(C(=O)c4cnccn4)=NN[C@@H]3C2=O)cc1
 : x | 8% | -1% | x | x | 0.3 | i | x | 2% | x
Cc1nc(CCNC(=O)Cc2ccccc2)cs1
 : -3.1% | 3% | -5% | 36% | 17% | 1.1 | i | -0.3% | 9% | 1.2
CCS(=O)(=O)N1CCC(C(=O)N2CCOCC2)CC1
 : -2.8% | 0% | -6% | -2% | -1% | 5.5 | i | -2.6% | -17% | 1.1
O=C(N=Nc1c(O)[nH]c2ccccc12)c1cccs1
 : -1.7% | u | -2% | -4% | -8% | 0.2 | i | -2.0% | 10% | 0.8
Cc1cc(NC(=O)CCCn2nc([N+](=O)[O-])c(Br)c2C)no1
 : -7.7% | 0% | -2% | 14% | 7% | 0.4 | i | -0.7% | -2% | 1.1
c1ccc(-c2csc(N3CCCCCC3)n2)cc1
 : -6.3% | 1% | 0% | 1% | 5% | 0.6 | i | 1.2% | -2% | 1.2
COCCN(C(=O)C(F)(F)F)C(C(=O)NC1CCCCC1)c1ccco1 (stereo not drawn)
 : -4.2% | 10% | -14% | -7% | -9% | 0.4 | i | -2.8% | 5% | 1
CC(=O)COC(=O)C1CCN(S(=O)(=O)c2cc([N+](=O)[O-])ccc2Cl)CC1
 : x | -2% | -5% | x | x | 0.7 | i | x | 1% | x
CN(C)c1ccc(C(=S)N2CCN(C(=S)Nc3ccccc3)CC2)cc1
 : -1.9% | 4% | -4% | x | x | 0.7 | i | -0.5% | 10% | 1.1
COc1ccc(/C=N/NC(=O)CCn2c3ccccc3c3ccccc32)cc1O
 : -6.1% | 7% | 9% | 7% | 12% | x | x | -0.3% | -6% | 1.1
COc1ccc(-c2[nH]ncc2CN2CCN(Cc3cccs3)CC2)c(F)c1
 : 0.9% | 2% | -6% | -9% | -4% | 1.0 | i | 0.4% | 9% | 0.4
Cc1cc(N2CCN(C3CCCC3)CC2)n2ncc(-c3ccccc3)c2n1
 : -5.5% | x | -8% | -2% | -2% | x | x | -1.3% | x | 1.1
Cc1csc(CN(C)C(=O)CC2C(=O)NCCN2CC(C)(C)C)n1 (stereo not drawn)
 : -4.2% | -2% | -9% | 45% | 15% | 0.2 | i | 0.1% | -2% | 1.1
Cc1cc(C(=O)CSc2nnnn2C)c(C)n1Cc1ccco1
 : x | 5% | -1% | x | x | 1.0 | i | x | 2% | x
CC(C)CCN1CN(S(=O)(=O)c2cccs2)c2nc3ccccc3nc21
 : -3.2% | 4% | 1% | -86% | -54% | 1.7 | i | -5.0% | -3% | 1
CC1CCCCC1NC(=O)C1CCN(S(=O)(=O)c2ccc(-n3cnnn3)cc2)CC1 (stereo not drawn)
 : -17% | -5% | -5% | 7% | 16% | 6.1 | i | 1.4% | 13% | 1
CC1=CC(C)(C)N(C(=O)CSc2nnc(C)s2)c2ccc(C)cc21
 : -3.4% | -8% | -2% | 0% | 2% | 2.2 | i | 1.6% | 16% | 1.1
Cc1ccc(NC(=O)CN2C(=O)S/C(=C\c3cc(C)n(C)c3C)C2=O)cc1
 : -5.2% | 11% | -1% | 46% | 26% | 7.2 | i | -1.8% | 42% | 1
O=C(O)c1nn2c(C(F)(F)F)cc(-c3cccs3)nc2c1Cl
 : -3.6% | 6% | 3% | -5% | 6% | 0.2 | i | -1.7% | 20% | 1.2
O=C(O)c1ccc(/C=N/NC(=S)NCCN2CCOCC2)cc1
 : -5.0% | 11% | 1% | -6% | -10% | 0.7 | i | -1.2% | 10% | 1
Cc1ccc(S(=O)(=O)Nc2ccc(N3CCOCC3)nc2)cc1
 : 3.0% | 2% | -1% | 21% | 6% | 0.5 | i | -1.0% | -2% | 1.4
O=C(c1ccco1)N1CCCC(c2ccccc2)C1 (stereo not drawn)
 : -6.4% | 1% | 0% | 0% | 1% | 0.7 | i | -1.3% | 1% | 1.1
Cc1nc2c(C(=O)N3CCCCC3)cnn2c(C)c1Cc1ccccc1F
 : -4.0% | 6% | -9% | -14% | -8% | 3.8 | i | -1.6% | -9% | 1.1
Cc1cccc(N=Nc2c(C)nn(-c3ccccc3)c2N)c1C
 : -8.9% | 8% | -4% | 18% | 36% | 0.6 | i | -1.6% | 1% | 1.1
CCCCOCCCNC(=O)c1ccc(NC(C)=O)cc1
 : -17% | 0% | -6% | -5% | -2% | 1.3 | i | 4.3% | 0% | 1.1
O=C(NCc1ccc(F)cc1)C1CCN(C(=O)NCc2ccccc2)CC1
 : -2.8% | 8% | -1% | 1% | 1% | 1.1 | i | x | -9% | 1.1
O=C(NNc1cccc(Cl)n1)c1ccc(Cl)cc1Cl
 : -12% | -12% | 0% | 8% | 12% | 0.7 | i | -0.3% | -13% | 1.1
CC1(C)CC(OC(=O)c2ccccc2)CC(C)(C)N1
 : -2.4% | 12% | -6% | 2% | -4% | 1.3 | i | -0.5% | 16% | 1
CC(C)CCNC(=O)NC(=O)COC(=O)CCN=C1NS(=O)(=O)c2ccccc21
 : -5.4% | 6% | -4% | -5% | -7% | 0.6 | i | 0.7% | -4% | 1.1
C=CCNC(=S)Nc1ccc(Cl)cc1F
 : -3.0% | 1% | 2% | -10% | -4% | 0.3 | i | -0.8% | -4% | 1.2
Cc1cccc(N(CC(=O)Nc2ccc(CC#N)cc2)S(C)(=O)=O)c1
 : -2.6% | 5% | -4% | 6% | 9% | 0.3 | i | -2.8% | -8% | 1
Cc1cc2cc(CNC(=O)Nc3ccccc3)ccc2n1C
 : -4.8% | 6% | -1% | -2% | -4% | 8.7 | i | 2.7% | 14% | 1.1
COc1ccc(OCC(=O)NC(=S)NNC(=O)COc2ccc(Br)cc2Cl)cc1
 : -9.3% | 3% | 1% | 6% | 42% | 0.7 | i | -0.5% | 0% | 1.2
COc1ccc(C(=O)/C=C/NCc2ccc(F)cc2)cc1OC
 : x | 2% | 2% | x | x | 0.1 | i | x | 4% | x
CCn1cc(C(=O)N[C@H](C)c2ccccc2)c(=O)c2cc(F)c(N3CCN(C)CC3)cc21
 : -1.6% | 3% | -7% | -3% | 4% | 0.5 | i | 6.3% | 8% | 1.2
CCCCCN=C(C)c1c(O)c2ccccc2oc1=O
 : -0.5% | 9% | -4% | -3% | -5% | 1.7 | i | -0.1% | 8% | 1
Cc1cc(Cl)ccc1OCC(=O)OCC(=O)Nc1ccc(F)c([N+](=O)[O-])c1
 : -1.0% | 6% | 62%* | 13% | 11% | 0.4 | i | -0.7% | 7% | 1
CCn1cc(C(=O)OCc2ccccc2)c(=O)c2ccc(C)nc21
 : -1.9% | 8% | -5% | -1% | 2% | 0.3 | i | -0.7% | 3% | 1.1
COc1ccccc1N1CCN(C(CNC(=O)c2ccc3c(c2)OCO3)c2cccnc2)CC1 (stereo not drawn)
 : -5.7% | 0% | 0% | -4% | -2% | 1.0 | i | -1.1% | -4% | 1.1
CC(C)CN(C(=O)CSc1nn(-c2ccc(Cl)cc2)c(=S)s1)C1CCS(=O)(=O)C1 (stereo not drawn)
 : -5.2% | -2% | -2% | 0% | 9% | 0.7 | i | -1.1% | -10% | 1
COc1cccc(CNC(=O)CCSCc2ccccc2F)c1
 : -16% | 6% | -3% | 6% | 0% | 1.3 | i | -0.6% | 2% | 1.1
CCCOCCc1nnc(N)s1
 : x | -7% | -6% | x | x | 0.3 | i | x | -2% | x
CCc1cc2cc(C)ccc2nc1SCC(=O)Nc1cc(C)on1
 : -5.0% | 1% | -3% | -10% | 1% | 2.3 | i | 0.6% | -1% | 1.1
CCCC(=O)Nc1ccc(Cc2ccc(NC(=O)CCC)c(C(=O)O)c2)cc1C(=O)O
 : -3.0% | 0% | -4% | 4% | 0% | 0.7 | i | -0.9% | 8% | 1.1
COc1ccc(OC)c(NC(=O)COC(=O)c2cc3c(s2)CCC3)c1
 : -12% | 15% | 0% | 12% | 2% | 0.1 | i | -0.6% | -3% | 1.1
C=CCOc1ccc2c(CC)cc(=O)oc2c1C
 : -2.7% | 10% | -3% | -6% | -7% | 0.4 | i | -3.8% | 6% | 1
